From PubChem
All columns: NCI-60 one-dose screen, growth in % after 48 h at 10 µM unless noted; 100 = growth as untreated, 0 = no growth, -100 = all killed.
MCF7 – MCF7 breast cancer; hit rate 6.3% among 82,000
RPMI-8226 – RPMI-8226 leukemia cells; hit rate 7.5% among 77,000
SR – SR leukemia cells; hit rate 8.7% among 73,000; AID 1794780
MDA-MB-231 – MDA-MB-231 breast cancer; hit rate 5% among 81,000
CCRF-CEM – CCRF-CEM leukemia | hit rate 7% among 77,000 | AID 1794778
MOLT-4 – MOLT-4 leukemia cells. hit rate 6.9% among 80,000. AID 1794779
K-562 – K-562 leukemia. hit rate 7.4% among 78,000. AID 1794777
MDA-MB-468 – MDA-MB-468 breast cancer | hit rate 8.5% among 78,000 | AID 2202374
The depositor's hits bear a star; . = not tested or not shown; & = joins results of further samples; [ ] = dose if it differs, or a comment. The calls were made as follows: active = growth percent below 10; inactive = the rest.

SMILES	MCF7	RPMI-8226	SR	MDA-MB-231	CCRF-CEM	MOLT-4	K-562	MDA-MB-468
Cc1ccc(O)c(O)c1	98.1	.	75.8	74.2	50.3	87.8	91.8	100.3
CCN(CC)CCCNC(=O)C(c1ccccc1)c1ccccc1	97.0	104.4	94.8	101.8	104.0	93.3	101.5	104.6
O=C(CCSc1nnc2n(Cc3ccccc3)c(=O)c3c4c(sc3n12)CCCC4)N1CCOCC1	97.1	91.4	85.8	90.1	.	90.3	97.9	92.8
Nc1nc(N)c2nc(-c3ccccc3)c(N)nc2n1	89.2&83.1	99.9&86.4	82.2&70.6	68.1&96.4	79.1&72.2	89.1&77.8	33.3&38.7	85.9&89.4
NC(N)=Nc1nc2ccccc2n2c1nc1ccccc12	9.0*	.	.	53.2	25.7	8.0*	17.9	35.1
Cc1ccc(S(=O)(=O)N(CCO)CCO)cc1	94.6	103.0	91.6	92.3	95.2	88.2	99.2	96.5
Cc1ccc(S(=O)(=O)OCCCl)cc1	93.4	107.5	111.3	112.1	103.4	106.9	108.3	79.8
Fc1ccc(C2=NN(c3ccccc3)C(c3sc(Cl)nc3Cl)C2)cc1 (configuration not stated)	85.3	104.2	.	96.8	97.9	.	.	92.2
COc1ccc2c(c1)c(-c1nc(-c3c[nH]c4ncccc34)cs1)cn2CCNC(=O)OC(C)(C)C	37.3	41.2	62.7	53.2	48.2	55.7	62.4	20.0
COc1cc(-c2nc3ccccc3o2)cc(CN2CCN(c3ccccc3)CC2)c1O	60.6	53.2	45.1	69.3	.	92.5	40.1	76.3
O=C(O)c1cn(C2CC2)c2cc(N3CCN(Cn4nc(-c5ccncc5)oc4=S)CC3)c(F)cc2c1=O	96.1	103.0	100.8	101.3	101.0	117.9	109.9	86.7
c1ccc(COc2cccc(-c3nc4sccn4c3-c3ccncn3)c2)cc1	65.6	.	93.4	71.9	90.0	55.5	87.9	45.6
CC(=O)C(C(=O)CC(C)C)C(C)C (configuration not stated)	92.9	111.7	89.9	95.8	121.7	99.7	107.3	94.1
C=CCn1c(SCC(=O)Nc2ccc(/C(C)=N/O)cc2)nnc1-c1cc(-c2ccc(S(N)(=O)=O)cc2)nc2ccccc12	43.3	48.8	56.7	74.1	45.8	37.9	38.8	57.0
CN1C(=O)N(C)C2C1NN=c1s/c(=C\c3c[nH]c4ccccc34)c(=O)n12 (configuration not stated)	16.0	.	8.8*	34.7	16.2	14.9	8.9*	39.5
Oc1ccc(CC2=NCCc3cc(O)c(O)cc32)cc1O	100.7	107.6	103.3	88.2	110.9	102.9	108.5	109.0
COc1cc2oc(-c3cccc(C(=O)NCC(=O)OC(C)(C)C)c3)cc(=O)c2c(OC)c1OC	83.3	58.8	57.8	81.7	67.7	59.4	51.3	88.5
Cc1ccc(Cl)cc1NC(=O)OCCN(C)C(=O)Nc1cc(Cl)ccc1C	89.7	80.8	.	83.6	.	84.1	84.4	84.0
O=C1CCN2C(=O)Nc3ccccc3C2C1 (configuration not stated)	95.3	111.3	96.8	93.5	106.4	97.8	100.8	108.8
CC(=O)/C(=C/N1C(=O)CC(=O)NC1=S)C(=O)Nc1ccccc1C	97.3	103.1	85.5	96.7	93.9	95.8	101.3	102.1
OC(c1ccccc1)c1ccc(Br)cc1 (configuration not stated)	114.9	109.0	109.3	110.5	113.4	110.6	92.1	110.8
C[N+](C)(C)CCc1ccccc1	95.4	90.8	95.5	101.9	79.3	85.2	100.7	86.7
CC1(C)SCC(COC(=O)c2ccccc2)S1 (configuration not stated)	105.7	103.7	116.0	108.1	71.9	121.6	125.8	100.5
COc1cc(N)ccc1NC(C)=O	91.9&109.0	88.8&112.5	82.6&110.0	92.1&103.7	91.1&132.3	78.6	93.2&116.6	.
CCOC(=O)CC1CSC(N/N=C/c2ccc([N+](=O)[O-])cc2)=N1 (configuration not stated)	103.1	92.7	101.3	102.7	86.9	99.2	.	99.0
COc1ccc(-c2nn(-c3ccccc3)cc2/C=C/C(=O)c2ccc(NC(=O)CCCCCCC(=O)NNc3ccccc3)cc2)cc1	88.4	98.6	118.5	87.6	105.7	106.5	113.7	103.9
OCC1OC(OCC2OC(OC3(CO)OC(CO)C(O)C3O)C(O)C(O)C2O)C(O)C(O)C1O (configuration not stated)	101.6	109.6	79.0	113.9	100.1	76.9	99.8	108.7
Fc1ccc(/C=N/n2c(-c3cc(Cl)cc(Cl)c3Cl)nn(CNc3ccc(Cl)nn3)c2=S)cc1	98.9	82.4	79.7	83.3	-70.4*	75.1	85.8	.
COc1cc(-c2nc(-c3nnc(-c4cccnc4)o3)c3ccccn23)cc(OC)c1OC	106.7	60.9	104.0	97.7	.	93.7	95.4	103.9
O=C(CCl)Oc1ccc2ccccc2c1	104.1	109.8	100.3	104.0	98.4	105.8	105.6	96.3
COc1ccc(/C=N/NC(=O)c2c(N)nn(C)c2Nc2ccccc2)cc1OCc1ccccc1	78.1	84.8	88.0	93.4	87.0	99.6	105.7	92.7
Cn1c(=O)c2[nH]c(COc3ccccc3[N+](=O)[O-])nc2n(C)c1=O	108.3	105.2	90.2	105.3	.	101.7	103.0	103.4
Cc1cn2c(-c3ccc(Br)cc3)cnc2s1	69.2	106.8	101.5	103.4	105.0	94.8	100.7	69.5
COc1ccc(C2=Nc3c(C)nn(-c4ccccc4)c3NC(c3ccc(Oc4ccnc5cc(Cl)ccc45)c(OC)c3)C2)cc1 (configuration not stated)	60.6	56.7	-0.7*	58.0	71.2	51.4	62.2	80.3
COc1cccc(NC(=O)Nc2ccc(Nc3ncnc4sc5c(c34)CCN(C(=O)CCl)C5)cc2)c1	87.3	93.3	77.8	92.7	88.4	92.8	91.3	117.1
Cc1ccc(NS(=O)(=O)Cc2ccccc2)cc1	89.8	80.4	.	102.8	106.0	91.6	90.0	95.9
COc1ccc(-c2nc(SCc3nc4ccccc4[nH]3)nc(NCCO)c2C#N)cc1	89.3	89.7	91.1	75.1	80.4	38.2	89.5	103.7
CC(=O)c1cc2c(cc1F)C(C)(C)CCC2(C)C	100.9	114.0	92.5	102.8	120.3	89.1	96.2	100.8
CCCCCC1(C(OC)OC)NC(=O)NC1=O (configuration not stated)	91.9	112.0	109.5	107.1	102.6	97.9	99.7	93.2
Cc1cc(=O)oc2cc(OCCCOc3ccc(/C=C/C(=O)Nc4ccc(F)c(Cl)c4)cc3)ccc12	81.4	79.8	65.2	62.0	85.3	96.5	79.5	92.5
O=c1c2ccccc2nc2n1CCc1c-2[nH]c2c(Cl)c(Cl)ccc12	88.9	100.0	88.9	97.4	.	108.9	105.9	97.6
CC(=O)c1c(N)c(C#N)cn1-c1ccc(Cl)cc1Cl	100.2	105.4	90.8	99.7	99.3	102.2	95.1	97.1
CC(C)c1nc2ccccc2n1Cc1n[nH]c(=S)o1	92.6	92.8	.	92.5	97.7	95.1	104.0	84.5
CN(C)CCN1C(=O)NC(c2ccccc2)(c2ccccc2)C1=O	100.1	94.3	.	123.5	96.5	101.6	98.9	.
COC(=O)[C@H](C)NC(=O)[C@@H]1CCCN1C(=O)CNC(=O)[C@H](C)N	110.0	115.6	114.4	105.8	114.8	102.1	101.1	98.7

Reprinted at random: 3 compounds from above, in no set order.
SMILES	MCF7	RPMI-8226	SR	MDA-MB-231	CCRF-CEM	MOLT-4	K-562	MDA-MB-468
CC(=O)c1cc2c(cc1F)C(C)(C)CCC2(C)C	100.9	114.0	92.5	102.8	120.3	89.1	96.2	100.8
O=c1c2ccccc2nc2n1CCc1c-2[nH]c2c(Cl)c(Cl)ccc12	88.9	100.0	88.9	97.4	.	108.9	105.9	97.6
Cc1cc(=O)oc2cc(OCCCOc3ccc(/C=C/C(=O)Nc4ccc(F)c(Cl)c4)cc3)ccc12	81.4	79.8	65.2	62.0	85.3	96.5	79.5	92.5

Part of the list above, comma-delimited.
Molecule,MCF7,RPMI-8226,SR,MDA-MB-231,CCRF-CEM,MOLT-4,K-562,MDA-MB-468
Cc1ccc(NS(=O)(=O)Cc2ccccc2)cc1,89.8,80.4,.,102.8,106.0,91.6,90.0,95.9
COc1ccc(-c2nc(SCc3nc4ccccc4[nH]3)nc(NCCO)c2C#N)cc1,89.3,89.7,91.1,75.1,80.4,38.2,89.5,103.7
CC(=O)c1cc2c(cc1F)C(C)(C)CCC2(C)C,100.9,114.0,92.5,102.8,120.3,89.1,96.2,100.8
CCCCCC1(C(OC)OC)NC(=O)NC1=O (configuration not stated),91.9,112.0,109.5,107.1,102.6,97.9,99.7,93.2
Cc1cc(=O)oc2cc(OCCCOc3ccc(/C=C/C(=O)Nc4ccc(F)c(Cl)c4)cc3)ccc12,81.4,79.8,65.2,62.0,85.3,96.5,79.5,92.5
O=c1c2ccccc2nc2n1CCc1c-2[nH]c2c(Cl)c(Cl)ccc12,88.9,100.0,88.9,97.4,.,108.9,105.9,97.6

Following part:
SMILES	MCF7	RPMI-8226	SR	MDA-MB-231	CCRF-CEM	MOLT-4	K-562	MDA-MB-468
S=C(NCCc1ccccc1)Nc1ccc(OCc2nc3ccccc3[nH]2)cc1	95.3	100.7	95.7	109.1	96.7	100.4	100.8	99.5
CC(C)c1nc2ccccc2n1CC(=O)NN	97.3	97.6	.	106.4	98.5	83.4	94.6	91.7
COc1c(O)cc2oc3cc(O[C@H]4OC[C@H](O)C(O)C4O)c(CC=C(C)C)c(O)c3c(=O)c2c1CC=C(C)C (some centres not stated)	75.8	86.2	114.4	77.9	78.8	53.2	78.3	102.2
Nc1nc(N)c2nc3c(nc2n1)CCCCCCCCCC3	46.2	85.6	32.2	84.9	3.4*	45.3	29.1	58.1
O=C(Nc1cccc(-n2ccc3c(NC(=O)c4ccccc4)ncnc32)c1)Nc1ccc(Cl)c(C(F)(F)F)c1	20.0	16.2	17.7	42.3	16.4	15.8	13.6	-2.4*
O=C(C[n+]1ccccc1)c1ccc2ccccc2c1O	89.6	92.8	95.1	106.2	86.3	84.4	92.9	92.3
CN1CCN(Cc2ccc(NC(=O)c3cncc(C#Cc4ncc5ncccn45)c3)cc2C(F)(F)F)CC1	82.9	80.5	107.8	99.8	93.4	99.2	12.0	88.2
CCCCN1CCCC[C@@H]1C(=O)N[C@H](C(=O)N(C)[C@H](CCc1nc(C(=O)N[C@@H](Cc2ccccc2)C[C@H](C)C(=O)OC)cs1)C(C)C)C(C)C	35.6	7.0*	7.3*	71.5	38.8	35.2	22.9	22.3
CCOC(=O)c1cc(C(=O)c2ccc(OC)c(OC)c2)n2c1ccc1c3ccccc3ccc12	91.7	.	74.1	98.5	91.7	106.7	95.1	104.6
CSc1cccc(NC(=O)Nc2ccccc2C(N)=O)c1	103.7	100.9	174.6	113.6	105.3	137.5	110.8	95.1
CC(c1ccccc1)n1ccnc1CO (configuration not stated)	97.3	95.6	103.9	104.4	104.5	107.3	105.0	101.1
Cc1cc(C)c(/C=C(\C#N)c2nc3ccccc3s2)[nH]1	64.0	136.5	70.7	81.2	.	81.8	98.6	.
COc1ccc(-c2nnc(SCC(=O)N3CCN(c4cc5c(cc4F)c(=O)c(C(=O)O)cn5C4CC4)CC3)n2-c2ccccc2)cc1	83.7	46.1	38.8	62.6	49.4	80.1	78.4	79.1
CCN(CC)c1ccc(/C=N/NC(=O)c2ccc(NS(C)(=O)=O)cc2)cc1	9.2*	42.0	13.5	43.2	13.0	14.4	14.8	20.2
COc1ccc(/C(=C\c2cc(OC)c(OC)c(OC)c2)C(=O)N2CCN(c3ccccc3)CC2)cc1	100.2	77.4	92.7	86.1	93.3	78.2	93.1	107.2
COc1ccc(/C=N/NC(=O)Cc2csc3nc(-c4ccc(Cl)cc4)cn23)c(OC)c1	89.2	60.3	32.1	84.5	76.0	69.4	51.1	97.1
Cc1nn(-c2ccccc2)c2nc3nc(-c4ccncc4)nc(N)c3c(-c3ccc(Cl)cc3)c12	82.7	94.6	92.1	83.7	.	99.8	99.9	89.7
Nc1nc(Nc2ccc(Cl)cc2SSc2cc(Cl)ccc2Nc2nc(N)nc(C(Cl)(Cl)Cl)n2)nc(C(Cl)(Cl)Cl)n1	88.3	67.7	53.9	73.1	91.7	83.4	74.9	95.3
Cc1ccccc1-n1nnc(C(=O)Nc2ccc(-c3ccccc3)cn2)c1C	24.3[50 µM]	.	16.0[50 µM]	63.1[50 µM]	51.8[50 µM]	8.3*[50 µM]	26.5[50 µM]	4.9*[50 µM]
Nc1c(C(=O)Nc2ccccc2)sc2nc3c(cc12)C(=O)CCC3	19.6	30.2	21.9	52.1	16.8	43.4	17.1	4.6*
Cc1ccc2cccnc2c1NCCCCCNC(C)C	93.7	100.2	100.6	101.0	91.9	102.6	88.8	93.0
O=[N+]([O-])c1ccc(OCCCOc2ccc([N+](=O)[O-])cc2)cc1	154.2	71.1	49.8	100.8	61.8	55.2	75.3	91.2
CC1NC(=S)NC(c2cccs2)=C1C(=O)/C=C/Nc1nccs1 (configuration not stated)	83.1	78.5	98.0	90.1	83.0	89.3	86.1	99.3
CCN(CC)CCN1C(=O)c2c(c3c4ccccc4[nH]c3c3[nH]c4ccccc4c23)C1=O	62.0	74.9	4.9*	83.8	78.8	34.8	17.8	89.2
O=c1onc(-c2ccccc2)c2ccccc12	102.1	98.4	101.4	97.0	.	98.9	104.8	107.8
COc1ccccc1/C=N\N=C\c1ccccc1OC	97.1	101.6	98.0	82.8	97.3	95.9	99.9	110.3
O=C(O)c1cn(C2CC2)c2cc(N3CCN(Cn4nc(-c5ccccn5)n(-c5ccccc5)c4=S)CC3)c(F)cc2c1=O	97.4	93.7	97.3	103.9	100.2	115.3	105.7	101.4
CCOC(=O)CC(=O)c1ccc(OC)cc1	90.3	114.4	99.6	95.4	117.2	91.5	101.7	91.3
CCCCc1nc(Cl)c(C2CC(c3ccc(S(N)(=O)=O)cc3)=NN2c2cc(Cl)cc(Cl)c2)[nH]1 (configuration not stated)	6.5*	.	0.9*	35.2	26.2	12.3	16.0	22.1
